proKLK7 act: activators of human kallikrein-7 zymogen | 370,000 tested, 0.9% active | P49862 | purified proKLK7, EDANS-DABCYL substrate fluorescence; 100% is mature enzyme control, 0% vehicle | activation, % at 7 µM | AID 652039;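 active = activation above the mean of all tested compounds plus 3 SD, computed per campaign excluding outliers beyond control limits, cut at about 13% in these data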
SMARCA2 activ: SMARCA2 function activation, primary screen; activation, % at 9.1 µM; MG213 cells, MMTV-luciferase reporter, dexamethasone, overnight; AID 652017; 370,000 tested, 1% active; in the data active = activation above about 7.8%;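 also: 0% = vehicle wells and 100% = reference activator wells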
hgDAF-12 ag: activates the H. glycines DAF-12 receptor ligand-binding domain | HEK293 GAL4-hgDAF12 UAS-luciferase reporter, agonist luminescence; normalized to butyrate control | activation, % at 6.8 µM | 370,000 tested, 1.8% active | AID 687014;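 active = activation above a cutoff set at the mean of all screened compounds plus 3 SD, cut at about 10% in these data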;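 also: 0% = DMSO wells and 100% = sodium butyrate wells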
NPR1 activator: GC-A (human) enzyme activation; 370,000 tested, 0.14% active; activation, % at 10 µM; HEK293 GC-A cells, cGMP TR-FRET, EC30 ANP; 0% at EC30 ANP, 100% saturating ANP; in the data active = activation above about 40%
Target sequence (P16066 whole entry, looked up): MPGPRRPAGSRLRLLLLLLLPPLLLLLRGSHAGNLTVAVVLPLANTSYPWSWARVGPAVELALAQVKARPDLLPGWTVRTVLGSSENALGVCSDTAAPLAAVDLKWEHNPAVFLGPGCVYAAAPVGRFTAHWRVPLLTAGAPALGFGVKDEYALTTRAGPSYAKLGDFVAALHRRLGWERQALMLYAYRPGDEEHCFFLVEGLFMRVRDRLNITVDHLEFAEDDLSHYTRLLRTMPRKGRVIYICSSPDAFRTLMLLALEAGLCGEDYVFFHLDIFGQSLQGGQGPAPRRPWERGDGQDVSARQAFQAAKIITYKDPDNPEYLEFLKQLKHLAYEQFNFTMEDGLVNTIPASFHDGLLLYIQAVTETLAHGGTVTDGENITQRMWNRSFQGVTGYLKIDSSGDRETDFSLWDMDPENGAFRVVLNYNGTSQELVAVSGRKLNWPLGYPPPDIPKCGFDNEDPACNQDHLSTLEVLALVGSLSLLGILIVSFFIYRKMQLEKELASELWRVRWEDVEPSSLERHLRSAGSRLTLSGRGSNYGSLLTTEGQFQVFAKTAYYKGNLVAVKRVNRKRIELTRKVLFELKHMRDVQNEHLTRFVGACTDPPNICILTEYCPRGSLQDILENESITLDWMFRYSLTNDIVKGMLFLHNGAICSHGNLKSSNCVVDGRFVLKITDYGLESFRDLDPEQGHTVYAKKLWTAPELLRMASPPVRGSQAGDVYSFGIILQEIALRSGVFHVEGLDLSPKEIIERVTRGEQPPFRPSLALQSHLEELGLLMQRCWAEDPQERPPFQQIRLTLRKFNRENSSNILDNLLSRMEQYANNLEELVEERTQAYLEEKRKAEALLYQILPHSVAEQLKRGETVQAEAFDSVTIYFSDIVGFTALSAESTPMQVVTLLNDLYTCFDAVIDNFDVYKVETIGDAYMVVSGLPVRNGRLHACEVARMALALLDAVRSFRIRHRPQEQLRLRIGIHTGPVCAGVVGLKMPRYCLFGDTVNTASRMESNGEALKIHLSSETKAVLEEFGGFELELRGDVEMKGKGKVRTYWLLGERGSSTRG
FXN GAA850 act: increases GAA850 frataxin promoter reporter activity | HEK293 lucGAA850 FXN promoter luciferase reporter, 24 h; percent of 10 µM SAHA response | activation, % at 6 µM | 360,000 tested, 0.56% active | AID 540364;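 active = activation above the average of all compounds screened plus 3 SD, cutoff fixed separately per campaign, cut at about 7.5% in these data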;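 also: 0% = DMSO wells and 100% = 10 µM SAHA wells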
ssDAF-12 act: activators of S. stercoralis DAF-12 nuclear receptor; 370,000 tested, 1% active; activation, % at 6.8 µM; HEK293 ssDAF-12/GRIP1 lit1-tk-luc reporter, luminescence; % of 3 µM dafachronic acid response;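 active = activation above the mean over all tested compounds plus 3 SD, cut at about 0.9% in these data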;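 also: 0% = DMSO-only wells and 100% = 3 µM delta7-dafachronic acid wells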
HGIII-sPLA2 inh: Inhibits HGIII-sPLA2 liposome hydrolysis, primary screen | QFRET BODIPY PC-A2 liposome hydrolysis, fluorescence | inhibition, % at 12.2 µM | Q9NZ20 | AID 743126 | 370,000 tested, 0.56% active;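 active = inhibition above mean plus 3 SD of compounds lying within the high and low control bounds, cut at about 19% in these data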;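 also: 0% = median of test compound wells and 100% = no enzyme DMSO wells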
DAX1 inh-1: inhibits human nuclear receptor DAX1; P51843; HEK293 Gal4-DAX1 luciferase reporter, luminescence; inhibition, % at 6.75 µM; 340,000 tested, 0.99% active; AID 504766;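 active = inhibition above the mean over all tested compounds plus 3 SD, cut at about 4.2% in these data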;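 also: 0% = DAX1-transfected cells with DMSO and 100% = empty-vector control cells with DMSO; inhibition shows as a rise in luminescence from relieved DAX1 repression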
hcDAF12 agonist: H. contortus DAF-12 activation, primary screen. 370,000 tested, 1.4% active. activation, % at 6.8 µM. AID 652067. HEK293 hcDAF-12 lit1-tk-luc reporter, luminescence; 0% DMSO, 100% Δ7-dafachronic acid;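 active = activation above the mean of all tested compounds plus 3 SD, cut at about 5.5% in these data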;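 also: 100% = response to 3 µM Δ7-dafachronic acid high control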
DAX1 inh-2: blocks DAX1 repression of SF-1 activated StAR promoter. HEK293T StAR-luciferase reporter, SF-1/DAX-1 repression relief. inhibition, % at 6.8 µM. 370,000 tested, 1.1% active. AID 652010;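 active = inhibition above the mean over all tested compounds plus 3 SD, cut at about 3.6% in these data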;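 also: 0% = DAX-1 cells with DMSO and 100% = cells lacking DAX-1 with DMSO; higher inhibition means more luminescence from relief of DAX-1 repression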
GC-B act: GC-B (human) receptor activation; 370,000 tested, 0.11% active; HEK293-GC-B cells, CNP EC30, cGMP TR-FRET; 0% at EC30 CNP, 100% saturating CNP; AID 1920062; activation, % at 10 µM;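 active = activation at 10 µM reaching about 35% in either raw or pattern-adjusted values, limit read from the data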
Starred values were filed as active, the others as inactive; . = not tested or not shown.

SMILES	proKLK7 act	SMARCA2 activ	hgDAF-12 ag	NPR1 activator	FXN GAA850 act	ssDAF-12 act	HGIII-sPLA2 inh	DAX1 inh-1	hcDAF12 agonist	DAX1 inh-2	GC-B act
Cc1c(C)c(C)c(C(=O)CCc2cccc(NC(=O)CCC(=O)O)c2)c(C)c1C	0.3	1	0.6	3	2.3	-0.9	-9	1.1	-1.1	0.4	0
COC(=O)Cc1ccc(NC(=O)c2ccc3c(c2)C(=O)N(Cc2cccnc2)C3=O)cc1	-0.3	-2	1.0	1	3.6	-0.8	2	-0.9	-0.7	-0.6	2
CC(C)CCC1(C)NC(=O)N(CC(=O)Nc2ccc3c(c2)OCCO3)C1=O (stereo unspecified)	-0.1	-2	-0.6	2	0.6	-1.3	10	0.4	-0.8	-0.2	3
CCOc1cccc(/C=C/c2ccc3ccccc3n2)c1OC(C)=O	-26	1	9.7	-4	3.2	-0.7	-12	-0.6	6.5*	5.7*	0
CCc1c(O)nc(SCC(=O)Nc2ccccc2OC)[nH]c1=O	0.5	-1	1.6	2	0.9	-1.5	1	-0.4	-1.7	0.5	0
Cc1ccccc1OCc1nc2ccccc2c(=O)n1/N=C/c1c[nH]c2ccccc12	0.7	0	0.0	-6	-1.3	-1.0	4	-1.3	1.9	0.8	-1
C/C(=N\NC(=O)c1ccc([N+](=O)[O-])cc1)c1cccc([N+](=O)[O-])c1	0.5	0	0.7	0	2.0	-0.8	5	1.1	-1.7	0.0	0
Cc1cccc(C)c1NC(=O)CN(C)c1ccc(C(F)(F)F)cn1	0.3	1	2.6	-2	1.3	-1.4	-1	-0.9	-1.1	-0.5	-6
O=C(NN1C(=O)/C(=C/c2cccs2)SC1=S)c1cccnc1	-0.4	-1	3.4	-4	1.4	-0.9	2	.	1.2	0.4	2
CC(C)CN(C(=O)C1CCCO1)c1c(N)n(CC(C)C)c(=O)[nH]c1=O (stereo unspecified)	0.7	0	0.7	3	0.0	-1.4	-3	2.4	-0.7	2.1	-1
Cc1cc(Cl)ccc1NC(=O)COC(=O)CCNS(=O)(=O)c1ccccc1	-0.7	-1	0.4	2	-1.3	-1.4	-9	0.2	1.5	1.7	-3
CCN(CC)S(=O)(=O)c1cccc(NC(=O)c2ccccc2Br)c1	-0.4	-2	0.1	3	0.6	-1.3	-6	0.1	1.5	-0.5	5
COc1ccc(-c2csc(NC(=O)CSCc3c(C)noc3C)n2)c(OC)c1	0.6	-3	-1.4	-4	2.9	-1.8	-14	-1.6	-3.1	-0.5	2
CCOC(=O)[C@@]12CCCC3=C1N(CCC3)C(=O)[C@H]2CC(=O)NCc1cccc2ccccc12	0.4	-2	-0.1	5	.	-1.6	-6	.	-1.4	0.6	-2
CCN1CCc2c(sc(NC(=O)c3ccc(S(=O)(=O)N4CCOCC4)cc3)c2C(=O)OC)C1	-2.8	-2	1.6	5	2.0	-1.4	-8	0.1	1.5	-0.4	-3
CCCc1nn2c(=O)cc(COc3ccc(NC(=O)c4ccco4)cc3)nc2s1	-0.6	1	2.6	6	-0.3	-1.4	-4	0.8	0.6	0.0	-1
Cn1c(=O)c2c(nc(CN3CCN(C(=O)c4ccco4)CC3)n2Cc2ccc(F)cc2)n(C)c1=O	0.3	1	-2.6	-2	1.7	-1.8	2	-0.5	-2.3	-0.4	3
C=CCN(C)C(C#Cc1ccccc1)c1ccccc1C(F)(F)F (stereo unspecified)	.	.	-1.0	-5	.	-0.8	1	.	-1.2	.	-12
O=C(CCN=C1NS(=O)(=O)c2ccccc21)OCc1cccc(Cl)c1	0.2	-2	-0.2	1	0.5	-0.6	-7	-1.7	0.2	2.3	-5
O=S(=O)(NCCc1ccc(F)cc1)c1ccc(F)cc1Br	-0.3	-1	-0.9	1	-1.1	-0.9	-8	-0.3	-2.3	0.0	-1
CC1=CN2C(=N)/C(=C/c3ccc(Sc4ccc(C)cc4)o3)C(=O)N=C2S1	-0.3	-2	-2.9	2	5.8	-0.7	-1	0.0	0.7	0.0	5
O=C(c1ccc2ccccc2c1)C1CCCN(C(=O)c2cnccn2)C1 (stereo unspecified)	1.8	-1	-2.5	3	0.4	-1.7	3	-1.1	-0.8	-0.5	3
Cc1cc(S(=O)(=O)Nc2ccc(C(=O)NCC(C)(C)N3CCOCC3)cc2)ccc1F	0.4	0	1.3	1	1.9	-1.1	2	0.4	3.7	-1.3	0
COC(=O)c1c(-c2ccc(C)cc2)csc1NC(=O)Cc1ccc(OC)c(OC)c1	0.1	-2	-4.4	8	-0.4	-1.6	-8	-0.9	-2.8	-2.5	8
Cc1cc2oc(=O)c3c(c2cc1OCc1nn[nH]n1)CCCC3	0.9	2	0.2	0	1.5	-0.8	-8	1.6	1.5	-0.4	1
SMILES	proKLK7 act	SMARCA2 activ	hgDAF-12 ag	NPR1 activator	FXN GAA850 act	ssDAF-12 act	HGIII-sPLA2 inh	DAX1 inh-1	hcDAF12 agonist	DAX1 inh-2	GC-B act
COC(=O)c1cccc(Cn2c(Cl)c(/C=N/NC(=O)c3ccco3)sc2=O)c1	0.8	-1	-1.0	4	5.3	-1.3	-1	-0.4	-4.2	-0.8	4
N#CCCn1cc(C(=O)Nc2cccc(C(=O)O)c2)c(-c2ccc(Cl)cc2)n1	-0.6	-4	-3.4	0	2.7	-0.9	-2	0.4	-0.6	0.8	2
Cc1cccc(NC(=O)CSc2nnc(CNC(=O)c3ccc(S(=O)(=O)N(C)C)cc3)n2-c2ccccc2)c1	0.1	2	-1.8	-2	-5.1	-1.5	-38	-0.4	-0.4	0.4	-6
C=CCN1C(=O)CN=C1Nc1cc(C)ccc1C	0.4	-2	-2.1	1	-0.3	0.5	2	-0.7	0.7	0.0	2
Cc1ccc(NC(=O)CN2CCc3ccccc3C2)cc1	-0.2	0	1.0	1	2.6	0.0	-1	-0.1	1.3	0.8	1
CN1CCN(S(=O)(=O)c2cccc(C(=O)NC3CCCc4ccccc43)c2)CC1 (stereo unspecified)	0.5	-1	-0.7	-1	-0.6	-0.4	1	0.0	3.5	-0.6	-1
CNC(=O)/C(C#N)=C/c1c(N2CCN(C)CC2)nc2c(C)cccn2c1=O	2.7	1	-1.1	13	2.2	-1.0	-3	1.1	-1.9	0.1	-1
COc1cccc(CC(=O)N2CCN(c3ccccc3[N+](=O)[O-])CC2)c1	-0.5	1	-1.3	0	2.3	-0.7	0	0.0	1.2	0.2	5
Cc1ccc(C(=O)OCCc2c(C)[nH]n(-c3ccccc3)c2=O)cc1	0.1	-1	-0.2	0	3.3	-0.7	-8	-1.1	-1.8	-0.6	6
CC1(C(=O)NCC2CC2)Cc2c(-c3ccccc3)ccnc2O1 (stereo unspecified)	-0.3	1	-2.8	-2	-1.0	-1.5	10	.	-2.3	-1.8	0
Cc1c(Br)c([N+](=O)[O-])nn1CC(=O)Nc1ccc(Cc2ccncc2)cc1	-0.1	-4	-2.1	-3	1.1	-1.8	-19	-0.2	-3.5	-0.2	1
COc1ccc(OC)c(NC(=O)CSc2nncc3ccc(OC)c(OC)c23)c1	-0.6	-3	-3.4	3	0.1	-0.9	-8	3.6	-2.1	0.1	-10
CC(C)[C@@H]1Cc2[nH]c(=S)[nH]c(=O)c2[C@H](C)O1	-0.7	-2	0.2	0	.	-0.1	3	.	0.4	1.4	-3
COc1ccc(CNC(=O)c2ccc(N3CCC4(CC3)CC(c3ccc(Cl)cc3)=NO4)c(NC(=O)Cc3ccc(F)cc3)c2)cc1	0.1	2	0.3	-1	-0.8	-0.7	-1	0.8	0.5	-0.2	2
CC(C)(C)c1[nH]nc2c1C(c1ccco1)C(C#N)=C(N)O2 (stereo unspecified)	-1.5	3	0.8	3	1.0	-1.5	-4	-1.3	1.4	-0.4	2
Cc1ccnc(NC(=O)COC(=O)C23CC4CC(CC(C4)C2)C3)n1	0.4	2	1.9	5	0.2	-2.0	-4	1.4	-1.0	-0.7	0
CCn1c(SCC(=O)NC2CCCCC2)nnc1-c1cc2cccc(OC)c2o1	-0.3	0	-1.1	-1	-3.7	-1.4	0	-0.3	-2.8	-1.4	0
CCc1ccc(C(C)NC(=O)C2CCCO2)cc1 (stereo unspecified)	-0.1	0	-1.0	3	-0.4	-1.3	-4	-0.8	-2.4	-0.3	6
Cc1cc(N2CCOCC2)nc(SCC(=O)OCc2ccccc2)n1	0.0	-2	-1.9	3	4.3	-2.1	-5	-0.5	0.2	0.4	-5
C=C(c1cccc2ccccc12)P(=O)(O)O	-0.9	-1	1.1	7	0.5	-1.1	2	-0.2	-1.0	-0.2	-1
CCCCCOC(=O)c1ccc(NC(=O)c2ccco2)cc1	-0.1	-3	2.4	-11	-0.4	-1.5	-32	-2.5	-2.2	-0.5	-3
O=C(NC1CCCc2c1cnn2-c1ccccc1F)c1ccccn1 (stereo unspecified)	-0.6	-2	-5.8	3	-6.2	-1.2	-3	-3.6	-1.1	-0.8	0
Cc1nc(Cl)c(C(=O)NCCc2ccccc2)c(C)c1[N+](=O)[O-]	-0.2	0	0.1	0	1.4	-1.6	1	0.2	-1.8	0.5	-2
Cc1oncc1-c1csc(-c2ccccc2Cl)n1	0.3	2	6.8	2	5.6	-1.5	-5	1.1	-0.9	0.4	-5
CC(CN1CCN(C)CC1)OC(=O)c1ccc(Cl)cc1 (stereo unspecified)	0.0	-1	0.8	-1	3.3	-0.4	8	-1.0	0.1	-0.6	-5

Sorted by value in HGIII-sPLA2 inh (rising): 3 from the list above
SMILES | HGIII-sPLA2 inh
Cc1c(C)c(C)c(C(=O)CCc2cccc(NC(=O)CCC(=O)O)c2)c(C)c1C | -9
Cc1cc2oc(=O)c3c(c2cc1OCc1nn[nH]n1)CCCC3 | -8
CC(C)CN(C(=O)C1CCCO1)c1c(N)n(CC(C)C)c(=O)[nH]c1=O (stereo unspecified) | -3

Additional compounds.
SMILES	proKLK7 act	SMARCA2 activ	hgDAF-12 ag	NPR1 activator	FXN GAA850 act	ssDAF-12 act	HGIII-sPLA2 inh	DAX1 inh-1	hcDAF12 agonist	DAX1 inh-2	GC-B act
C/C(=N\NC(=O)CN(c1ccccc1Br)S(C)(=O)=O)c1ccc2c(c1)OCCO2	-0.3	-2	-1.6	4	0.5	-1.5	-2	-1.0	-0.7	-0.6	-4
Cc1ccc(C(=O)CSC2=NC(N)=C(C#N)C3(CCCCC3)C2C(N)=O)cc1 (stereo unspecified)	0.9	2	3.0	1	-1.9	-1.4	-30	-1.3	-1.6	-0.9	5
Cc1cccc(NS(=O)(=O)c2ccc(C)c(C(=O)NCc3ccccn3)c2)c1	0.3	-1	-3.1	1	-1.0	-0.8	-8	-0.4	-1.3	-1.2	0
O=C1CC(C(F)(F)C(F)(F)C(F)(F)C(F)(F)F)=Nc2ccccc2N1	0.3	2	0.8	5	-0.2	-1.1	-8	-0.6	-0.7	0.8	-1
COC(=O)[C@H](C)NC(=O)C(Cc1ccc2c(c1)OCO2)NC(C)=O (stereo partly specified)	-0.3	2	-0.1	3	.	-0.5	6	.	-1.8	0.4	-3
CNC(=O)COC(=O)c1c2c(nc3ccccc13)CCC2	0.0	4	-0.6	-1	1.6	-0.7	4	-0.5	0.3	-0.3	2
Cc1nc2c3cnn(-c4ccc(C)c(C)c4)c3ncn2n1	0.1	7	8.8	27	2.4	-0.9	0	2.2	1.8	2.4	-5

Compound activity: PubChem BioAssay, several laboratories
